Source: PubChem BioAssay
DYRK1A inh: Dyrk1A (rat) kinase inhibition | Q63470 | ADP-Glo luminescence, NFATc1 peptide | inhibition, % at 12.5 µM | 310,000 tested, 0.43% active; in the data active = inhibition above about 50%;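 also: plate controls were vehicle with enzyme for no effect and no enzyme for full effect; many of its hits are not listed in these tables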
HSF1 inhib: HSF1 inhibition; NIH3T3-HGL HSE-luciferase, MG132-induced, luminescence 8 h; hits give low values; activity change, negative = inhibition, % at 7.5 µM (by protocol); 300,000 tested, 0.77% active;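 active = more than half of replicate wells show activity change below -50%, luminescence cut by over half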;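 also: luciferase reports HSF-1 transcriptional activity via heat shock element; 0% = median of DMSO wells and -100% = zero luminescence signal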
HSP90 refold inh: blocks HSP90-mediated luciferase refolding in reticulocyte lysate. Rabbit reticulocyte lysate, luciferase refolding luminescence, 3 h. inhibition, % at 5.6 µM. 290,000 tested, 0.91% active. AID 1789;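 active = inhibition above the screen-wide mean plus 3 SD, computed separately per campaign, cut at about 16% in these data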;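 also: 0% = DMSO wells and 100% = 60 µM geldanamycin wells; inhibitors lower the luminescence because luciferase stays unfolded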
aSyn UTR inh: 5' untranslated region of α-synuclein, MLPCN primary screen | alpha-synuclein 5'UTR reporter, inhibitor activity | inhibition, % (tested at 7.5 µM) | 300,000 tested, 0.82% active | AID 1813; in the data active = inhibition above about 60%;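 also: H4 neuroglioblastoma cells stably carrying SNCA 5'UTR luciferase fusion; 0% = DMSO wells and 100% = positive control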
IEC-6 tox: counter-screen for KLF5 inhibitors: cytotoxicity in IEC-6 cells; IEC-6 cytotoxicity, luminescence viability; inhibition, % at 5 µM; AID 1825; 290,000 tested, 0.78% active; in the data active = inhibition above about 22%;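 also: 0% = plate median of test compound wells and 100% = cytotoxic reference compound wells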
Platelet DG rel: platelet dense granule release activity | human platelet-rich plasma, SFLLRN dense granule ATP release, luminescence | inhibition, %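 (compounds screened at 7.5 µM in platelet-rich plasma)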 | 300,000 tested, 0.22% active;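 active = mean replicate score, as percent of positive control, at or above 50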
KLF5 inh: inhibitors of KLF5 expression | DLD-1 KLF5 promoter-luciferase reporter, luminescence | inhibition, % at 5 µM | 290,000 tested, 0.23% active | AID 1700;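 active = inhibition above a per-plate limit of that plate's mean compound inhibition plus 3 SD, cut at about 60% in these data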;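 also: 0% = DMSO wells and 100% = LY294002 at 200 µM; higher means less KLF5 promoter-driven luciferase light; inactives centre near -14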
GSK3B inh: inhibitors of human GSK3beta kinase; GST-GSK3beta kinase, ADP-Glo luminescence, 60 min; hits give low values; activity score (negative = inhibition), % at 10 µM; 300,000 tested, 0.038% active; AID 2097;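 active = more than half of replicate wells score below -50%, meaning over 50% inhibition versus plate controls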;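 also: 0% = median DMSO wells and -100% = median GW8510 positive control wells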
Target sequence (P49841 whole entry, looked up): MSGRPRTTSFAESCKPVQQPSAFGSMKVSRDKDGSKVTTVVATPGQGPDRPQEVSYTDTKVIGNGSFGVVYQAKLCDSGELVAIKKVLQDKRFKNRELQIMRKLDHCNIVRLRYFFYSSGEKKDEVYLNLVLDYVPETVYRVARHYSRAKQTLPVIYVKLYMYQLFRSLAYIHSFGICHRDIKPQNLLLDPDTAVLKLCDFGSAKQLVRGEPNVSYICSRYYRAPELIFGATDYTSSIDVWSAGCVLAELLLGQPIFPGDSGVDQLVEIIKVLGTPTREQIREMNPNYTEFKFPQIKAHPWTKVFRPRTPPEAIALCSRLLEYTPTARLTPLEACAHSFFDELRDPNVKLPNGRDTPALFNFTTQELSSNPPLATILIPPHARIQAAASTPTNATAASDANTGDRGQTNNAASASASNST
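Test system: GST-tagged human GSK3beta kinase, cell-free; evaluation: activity score scaled between in-plate DMSO and GW8510 controls; measured by: ADP-Glo luminescence; incubation: 60 min reaction, RT; benchmarks: DMSO and 20 µM GW8510; reagent: peptide substrate plus 25 µM ATP (final); medium: Tris/MgCl2 kinase buffer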
GSK3A inh: human GSK-3 alpha kinase inhibition | inhibition, % at 10 µM | AID 2650 | ADP-Glo luminescence, 60 min | P49840 | 320,000 tested, 0.1% active;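 in the data active = inhibition above about 50%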;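 also: GST-tagged GSK-3 alpha with peptide substrate and 25 µM ATP; 0% = DMSO neutral wells and 100% = GW8510 positive control wells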
Target sequence (P49840 whole entry, looked up): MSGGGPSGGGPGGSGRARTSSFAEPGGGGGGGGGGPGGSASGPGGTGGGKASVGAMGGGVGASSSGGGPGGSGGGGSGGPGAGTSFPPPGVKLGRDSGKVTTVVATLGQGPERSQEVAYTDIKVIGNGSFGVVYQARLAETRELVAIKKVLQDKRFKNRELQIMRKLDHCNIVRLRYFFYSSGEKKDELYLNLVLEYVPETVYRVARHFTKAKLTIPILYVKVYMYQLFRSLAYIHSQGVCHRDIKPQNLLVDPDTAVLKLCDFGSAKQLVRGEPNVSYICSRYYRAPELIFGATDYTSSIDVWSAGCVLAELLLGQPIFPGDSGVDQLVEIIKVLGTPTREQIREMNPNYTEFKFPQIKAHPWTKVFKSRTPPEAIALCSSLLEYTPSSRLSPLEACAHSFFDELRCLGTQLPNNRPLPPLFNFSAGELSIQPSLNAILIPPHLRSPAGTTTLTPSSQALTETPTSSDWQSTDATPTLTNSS
HSF-1 act: increases HSF-1 driven luciferase reporter signal; NIH3T3-HGL HSF-1 luciferase reporter, MG132, 8 h; 100% = twice DMSO control signal; activation, % at 9 µM; 300,000 tested, 1.7% active; AID 504408;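 active = mean replicate activation of at least 50% with a set share of replicates each reaching 50%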;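 also: 0% = median of the neutral control wells and 100% = twice that signal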
Active calls of the source: *; . = no result given. A portion of the library (hit frequency here may not be typical).

SMILES,IEC-6 tox,GSK3B inh,HSF1 inhib,aSyn UTR inh,DYRK1A inh,HSP90 refold inh,Platelet DG rel,KLF5 inh,GSK3A inh,HSF-1 act
CC1CCCC(C)N1/N=C/c1cc(Br)cc(Br)c1O (centres undefined),-2.0,-5.5,-2.1,-3.7,0.4,0.7,6.4,-5.6,-1.2,-5.9
CCOC(=O)c1c(NC(=O)c2ccc(S(=O)(=O)N3CCOCC3)cc2)sc2c1CC(C)(C)NC2(C)C,-6.2,-2.8,1.2,-25.4,-2.8,-0.6,-14.4,-35.4,-1.7,6.4
CC(=O)c1cccc(S(=O)(=O)N2CCC(C(=O)O)(c3ccccc3)CC2)c1,0.5,-2.3,-8.6,17.4,2.6,0.4,-1.1,-0.3,-2.1,14.1
C=CCC(=O)N1CCCC(CO)(Cc2ccc(F)cc2F)C1 (centres undefined),-8.1,2.3,5.7,-0.4,-5.6,-4.2,-2.8,-16.2,-4.6,24.6
COc1ccc(Cl)cc1C(=O)NCC#N,-14.4,0.0,-3.9,-8.5,7.5,-11.2,5.1,-22.5,1.7,-9.8
Cc1cccc(N2CCN(C(=O)C3CCN(S(=O)(=O)c4c(C)noc4C)CC3)CC2C)c1 (centres undefined),-7.5,1.1,1.1,7.6,1.0,-3.4,2.8,-0.8,-1.0,-4.0
O=C(COc1ccccc1F)N1CCc2ccccc2C1,4.1,4.2,22.7,-27.7,0.2,-0.6,-2.6,-12.9,-3.7,38.3
CCOc1ccc2nc(SCC(=O)c3ccc(C)s3)sc2c1,2.8,3.0,18.6,-3.6,-0.5,-0.8,-1.3,-14.1,-1.2,36.3
CCOC(=O)/N=C(/NC(=O)Nc1ccc(C(=O)OCC)cc1)OC,-4.3,2.0,-24.0,3.1,7.8,-2.0,-1.0,-39.2,-1.6,-14.4
COc1cccc(NC(=S)NNC(=O)Cn2nc([N+](=O)[O-])cc2C)c1,3.8,2.3,-0.9,-5.0,6.2,-1.9,4.7,-7.1,-2.0,27.1
O=C(Nc1ccc2c(c1)OCO2)N1CCN(c2cccc(C(F)(F)F)c2)CC1,3.7,-0.4,-3.3,-45.1,-3.6,0.5,3.4,-9.1,-0.5,-1.2
Cc1ccc(C(c2c(C)[nH][nH]c2=O)c2c(C)[nH][nH]c2=O)cc1[N+](=O)[O-],-9.4,1.0,1.7,27.9,7.5,2.6,7.4,-31.6,-0.7,8.6
COc1cc(OC)c(/C=N/NC(=O)c2ccc(NC(C)=O)cc2)cc1Br,0.2,-1.2,-7.8,-10.1,-5.6,0.1,8.8,-25.3,.,-8.0
O=C(Nc1nnc(-c2cccc(F)c2)s1)Nc1ccccc1F,-1.9,-3.2,14.1,-98.1,17.3,6.2,2.3,-11.5,-0.3,26.3
CCOc1cc(CN2CCN(CCc3ccccc3)C(CCO)C2)ccc1OC (centres undefined),6.3,-1.1,-8.1,6.6,-0.9,26.7*,-0.7,-22.7,.,-22.6
CN(Cc1nc2ccccc2n1C)S(C)(=O)=O,4.0,0.3,0.1,2.9,2.6,0.8,-6.1,-16.9,-0.6,-7.2
CCOC(=O)N1CCC(NC(=O)C(CC(C)C)NC(=O)C2CCC(C)CC2)CC1 (centres undefined),1.5,-0.4,0.6,8.0,-2.6,-1.9,2.9,-9.8,-0.6,-9.5
Cc1c(NC(=O)c2cc(-c3ccc(F)cc3)on2)c(=O)n(-c2ccccc2)n1C,2.1,-6.8,1.5,9.2,3.0,2.4,-2.6,4.4,1.8,17.0
CCOc1ccccc1-n1c(SCC(N)=O)nc2ccccc2c1=O,0.5,15.0,0.0,-9.9,17.9,1.9,-3.9,6.3,0.1,12.0
CCn1c(CNC(=O)c2ccc(Cl)cc2)nnc1SCC(=O)N1CCOCC1,-2.9,1.6,-2.8,-0.1,-2.7,-2.2,6.6,-1.5,-3.7,-3.4
OCCN1CCN(CC(O)COc2ccc(-c3ccccc3)cc2)CC1 (centres undefined),5.2,3.6,3.6,-125.5,16.6,3.9,-4.3,-34.4,0.1,3.8
COc1ccc(N2C(=O)CC(Sc3ncn[nH]3)C2=O)c(OC)c1 (centres undefined),-2.0,0.6,3.5,28.2,.,-1.6,8.2,-7.6,-2.0,2.1
CC1COC2C(O1)N(S(C)(=O)=O)CCN2S(C)(=O)=O (centres undefined),-0.3,-3.7,.,.,-1.2,0.6,-6.4,-13.4,0.6,.
O=C(CC1C(=O)NCCN1Cc1ccc(-c2ccccc2)cc1)NCC1CC1 (centres undefined),2.8,4.9,-0.2,3.5,-0.2,3.8,7.9,-2.6,.,-12.1
O=C(c1ccccc1N1CCOCC1)N1CCCC(Nc2ccc(F)cc2)C1 (centres undefined),-1.8,1.7,2.1,5.6,-9.2,0.2,-0.8,-21.9,0.0,-5.5
CCCOc1ccc(-c2nnn(CC(=O)N3CCCC(C)C3)n2)cc1 (centres undefined),-1.2,1.3,-1.3,-19.0,2.8,1.1,2.0,1.3,-2.9,9.3
CC1=C(C)CC2C(=O)N(c3cccc4ccccc34)C(=O)C2C1 (centres undefined),2.7,-0.3,-0.5,9.3,-2.0,-0.2,9.3,-35.0,-3.5,7.6
CN(C)c1ccnc(Oc2ccc(C(C)(C)C)cc2)c1C#N,4.1,1.5,16.5,-19.1,-0.8,-0.1,-30.1,-27.0,0.4,32.5
Oc1c(Br)cc(/C=N/n2c(-c3ccccc3)n[nH]c2=S)cc1Br,-0.3,-2.4,-2.7,21.9,1.4,-0.6,-2.8,2.0,5.2,-4.0
CCOC(=O)N1CCC(NC(=O)CN(C)S(=O)(=O)c2cc3c(cc2Cl)NC(=O)CO3)CC1,-1.1,-1.5,1.7,-18.4,-1.1,-3.4,-2.4,-13.5,-0.1,-14.7
O=C(Cc1ccccc1)N/N=C\c1ccc(Br)o1,1.6,.,.,.,-2.9,2.3,.,-36.5,.,.
CCOc1cc(/C=C2/SC(=S)N(C)C2=O)ccc1Oc1ccc([N+](=O)[O-])cc1[N+](=O)[O-],4.0,-1.2,1.0,-62.0,.,-0.8,4.7,5.2,-2.0,20.2
COc1ccccc1OCCNc1nc2c(c(=O)n(C)c(=O)n2C)n1C,-0.6,-1.7,-4.2,13.2,-0.2,-1.2,-1.8,-40.4,-1.7,-9.9
Cc1cccc(-c2nnn3c2nc(NCCc2ccc(S(N)(=O)=O)cc2)c2ccccc23)c1,-6.2,2.4,-7.4,-23.8,-2.7,1.1,1.0,-15.6,1.0,0.8
O=[N+]([O-])c1ccc2c(c1)C(O)n1nc(-c3ccc(Cl)cc3Cl)nc1S2 (centres undefined),3.1,-1.0,2.6,-18.4,-1.0,5.1,2.6,-5.5,0.6,0.0
Cn1c(CNC(=O)c2ccco2)nnc1SCCOc1ccccc1,-0.2,-1.6,2.4,-10.8,7.6,2.7,2.3,-10.1,.,-3.9
O=C(Cc1ccccc1)c1ccc(Cl)cc1,3.6,2.9,3.2,-72.7,-34.8,1.3,-35.6,-17.1,-2.6,28.4
Cc1ccc(Cn2nnc3c(=O)[nH]c(C4CCN(S(=O)(=O)c5ccc(F)cc5)CC4)nc32)cc1,-3.7,0.2,4.7,-3.1,0.6,-1.5,-0.7,-23.7,-1.1,24.5
O=C1CCCN1c1cc(Cl)cc(Cl)c1,1.0,0.1,2.0,0.7,-2.9,0.9,1.7,-26.6,7.0,16.8
O=C(NCc1ccco1)c1cc([N+](=O)[O-])cc([N+](=O)[O-])c1,-11.2,-2.8,2.3,8.9,-10.4,-2.2,-13.0,-15.0,-1.7,-1.5
CCOc1ccccc1NC(=O)CCNS(=O)(=O)c1ccc(NC(C)=O)cc1,0.8,-0.8,4.7,-1.6,7.5,2.8,.,-27.9,-2.3,-14.2
CC(C)OC(=O)CSc1nc(N)c(C#N)c(-c2ccco2)c1C#N,5.0,-1.5,2.6,-6.9,-9.0,-0.1,17.7,4.2,-1.7,-10.2
Cc1ccc(CC(=O)NCC(O)c2ccccc2)cc1 (centres undefined),-4.4,-1.3,-1.8,-11.1,-5.7,-3.6,-0.1,-14.2,0.9,-1.8
COc1cccc2c(N/N=C/c3ccccc3)cc(C)nc12,4.9,-1.2,12.7,21.1,4.3,-2.2,-5.1,-40.8,-1.4,35.4
S=c1[nH]nc(-c2cc(-c3ccccc3)n[nH]2)n1/N=C/c1cccs1,-1.9,0.5,0.5,18.4,.,2.5,-3.2,-4.2,-7.0,7.7
O=C(CCN1CCCC1=O)NC1CCCc2c1cnn2-c1ccccc1F (centres undefined),-6.2,-1.2,-2.0,4.3,-2.5,2.7,-0.1,-6.9,-0.7,-4.1
COc1ccccc1N1C(=O)CC(N2CCN(c3ccc(Cl)cc3)CC2)C1=O (centres undefined),4.1,2.1,-2.6,13.4,5.4,4.5,-5.3,5.2,1.8,-5.4
O=C1Nc2ccccc2OC1CC(=O)N1CCCC1 (centres undefined),5.9,0.4,-0.1,0.2,3.4,-0.9,-4.7,21.2,0.2,-4.2

Copied from the listing for reference:
SMILES,IEC-6 tox,GSK3B inh,HSF1 inhib,aSyn UTR inh,DYRK1A inh,HSP90 refold inh,Platelet DG rel,KLF5 inh,GSK3A inh,HSF-1 act
CCOC(=O)c1c(NC(=O)c2ccc(S(=O)(=O)N3CCOCC3)cc2)sc2c1CC(C)(C)NC2(C)C,-6.2,-2.8,1.2,-25.4,-2.8,-0.6,-14.4,-35.4,-1.7,6.4
CC(=O)c1cccc(S(=O)(=O)N2CCC(C(=O)O)(c3ccccc3)CC2)c1,0.5,-2.3,-8.6,17.4,2.6,0.4,-1.1,-0.3,-2.1,14.1

Continued.
SMILES,IEC-6 tox,GSK3B inh,HSF1 inhib,aSyn UTR inh,DYRK1A inh,HSP90 refold inh,Platelet DG rel,KLF5 inh,GSK3A inh,HSF-1 act
O=C(CSc1ncn[nH]1)Nc1ccc(Cl)c(Cl)c1,5.8,0.8,-0.5,-23.3,1.5,0.7,1.6,-13.4,0.9,0.2
CC(C(=O)Nc1ccc2c(c1)OCCO2)N1Cc2ccccc2C1=O (centres undefined),3.8,1.6,-15.1,-9.6,-0.5,-1.8,-5.1,-1.3,-2.2,-20.6
CCOC(=O)c1sc(N=NC2=C(O)CCCC2=O)c(C(=O)OCC)c1C,-2.2,1.1,-1.7,-8.1,.,1.6,1.9,-28.1,-2.5,-1.2
COc1ccc(-n2c(SCC(=O)O)nnc2-c2ccc(NC(=O)c3ccccc3)cc2)cc1,-0.2,0.6,-4.4,-1.3,-0.3,-4.4,-0.4,-25.1,0.0,-3.7
CCc1nnc2sc(-c3cc(-c4ccccc4)nc4ccccc34)nn12,3.9,0.3,1.7,19.9,0.4,-0.8,3.7,-12.6,2.0,-4.2
OC(CNCCc1ccc(C(F)(F)F)cc1)COc1ccc2ccccc2c1 (centres undefined),-1.7,2.4,-9.0,3.6,1.5,5.6,8.3,4.0,-2.8,-6.7
CCOC(=O)CC(=O)NC(CC(=O)OC)c1ccc(Br)cc1 (centres undefined),-1.4,4.1,5.0,36.5,.,1.5,8.8,-14.3,-1.5,-13.8
N#CC1=C(N)OC2=C(C(=O)CCC2)C1Cc1ccccc1 (centres undefined),2.9,-1.1,13.2,-1.7,-0.4,1.8,-1.6,-28.8,8.2,36.0
